Compound activity as filed in PubChem BioAssay.
PTHR1 ag: qHTS for PTHR1 Agonists: Primary Screen; Parathyroid hormone/parathyroid hormone-related peptide receptor (Homo sapiens), Q03431; Potency, µM (series often up to 115 µM), for the others: at the highest dose activation, hits mostly activators; 410,000 compounds, 0.075% hits; HEK293 GP2 PTHR1 cells, GloSensor cAMP luminescence, 1 h; also: potency is read from the fitted curve at half-maximal effect; nearly all actives have a fitted effect of over 55% in size; some results filed as inactive show a strong effect at the top dose; inactives centre near -15; many of its hits are not listed in these tables
Target sequence (Q03431 whole entry, looked up): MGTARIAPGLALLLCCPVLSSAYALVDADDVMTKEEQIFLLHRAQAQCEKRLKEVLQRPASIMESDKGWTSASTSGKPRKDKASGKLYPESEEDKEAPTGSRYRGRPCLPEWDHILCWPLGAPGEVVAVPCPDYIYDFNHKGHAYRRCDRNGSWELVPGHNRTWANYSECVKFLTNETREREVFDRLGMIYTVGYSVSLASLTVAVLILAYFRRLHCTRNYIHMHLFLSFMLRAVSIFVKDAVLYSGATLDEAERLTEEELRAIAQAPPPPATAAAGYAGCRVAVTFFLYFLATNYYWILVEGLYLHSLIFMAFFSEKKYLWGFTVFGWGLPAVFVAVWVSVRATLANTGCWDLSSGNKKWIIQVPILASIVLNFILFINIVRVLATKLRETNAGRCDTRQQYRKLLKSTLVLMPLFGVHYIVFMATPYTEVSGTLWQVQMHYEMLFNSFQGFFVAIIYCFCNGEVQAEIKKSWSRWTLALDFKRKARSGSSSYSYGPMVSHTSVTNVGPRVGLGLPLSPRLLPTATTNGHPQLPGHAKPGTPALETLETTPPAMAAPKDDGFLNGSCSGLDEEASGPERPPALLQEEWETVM
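HEK-293-derived GP2 cells expressing PTHR1 and a GloSensor cAMP reporter, 3,000/well, plated overnight, given luciferin plus IBMX (each 0.5 mM as added) for 1 h at 37 °C, then compound for 1 h at 37 °C. Luminescence was read after 15 min at room temperature.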
HEK293 tox: qHTS of GLP-1 Receptor Inverse Agonists: Cytotox Screen. HEK293 cAMP-luciferase reporter cells, luminescence, 24 h. Potency, µM (highest dose often 38.3 µM), for inactives: top-dose activity change, negative = inhibition, usual class: inhibitors. 410,000 compounds, 0.13% hits;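 also: loss of luciferase light is scored as toxicity; potency is read from the fitted curve at half-maximal effect; % is scaled to controls: 0 for no effect and ±100 for the full control effect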
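1536-well qHTS counterscreen of the MLSMR; 200 cells/uL, 12 h pre-incubation, 23 nL cpd, 24 h at 37 deg C 5% CO2, luciferase detection reagent, 12 min RT, luminescence. Inhibition = undesired.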
TDP-43 yeast inh: qHTS of TDP-43 Inhibitors; TDP-43 expressing yeast growth rescue, BacTiter-Glo, 24 h; Potency, µM (titrated, usually from 46.1 µM), without a hit: at the top dose growth rescue (activation), usual class: activators; 410,000 compounds, 1.8% hits; also: potency is read from the fitted curve at half-maximal effect; % of control where 0% means no effect; nearly all actives have a fitted effect of over 50% in size
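Cell-based yeast growth screen: TDP-43 expression induced in galactose, inoculum OD600=0.02 after raffinose pregrowth to mid-log. Read-out BacTiter-Glo luminescence at 24 hr, 30 deg C; inhibition of toxicity seen as signal increase.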
GLP-1R inv ag: qHTS of GLP-1 Receptor Inverse Agonists (Inhibition Mode); Glucagon-like peptide 1 receptor (Homo sapiens), P43220; Potency, µM (top dose mostly 38.3 µM), inactives show at the highest dose activity change, negative = inhibition, usual class: inhibitors; AID 624417, 2012; HEK293 GLP-1R CRE-luciferase, luminescence, 24 h; GLP-1R form is constitutively active; 410,000 compounds, 1.6% hits; also: potency is read from the fitted curve at half-maximal effect; % is scaled to controls: 0 for no effect and ±100 for the full control effect; nearly all actives have a fitted effect of over 55% in size
Target sequence (P43220 whole entry, looked up): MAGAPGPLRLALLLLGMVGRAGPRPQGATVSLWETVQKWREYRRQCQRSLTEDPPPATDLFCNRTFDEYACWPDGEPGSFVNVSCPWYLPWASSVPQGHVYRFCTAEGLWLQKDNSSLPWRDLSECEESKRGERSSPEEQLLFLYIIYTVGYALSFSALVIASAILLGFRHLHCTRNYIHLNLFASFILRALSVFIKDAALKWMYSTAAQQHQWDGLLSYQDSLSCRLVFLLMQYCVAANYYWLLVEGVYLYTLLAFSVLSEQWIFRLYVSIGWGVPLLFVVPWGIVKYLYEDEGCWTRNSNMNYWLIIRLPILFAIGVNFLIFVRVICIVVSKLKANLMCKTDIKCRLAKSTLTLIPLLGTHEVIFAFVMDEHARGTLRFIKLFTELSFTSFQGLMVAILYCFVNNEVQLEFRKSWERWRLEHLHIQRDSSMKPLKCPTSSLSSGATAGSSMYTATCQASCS
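HEK293 cells stably co-expressing constitutively active GLP-1R and a cAMP-responsive luciferase reporter were seeded in DMEM with 10% Nu serum, given compounds after 12 h, and incubated 24 h at 37 deg C. Luminescence was then read.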
FUS yeast rescue: qHTS for Suppressors of FUS Proteinopathy: Primary screen using FUS-linked yeast assay. 390,000 compounds, 0.24% hits. Potency, µM (titrated, usually from 76.6 µM), without a hit: at the top dose growth rescue (activation), most hits filed as activators. S. cerevisiae FUS-expressing, growth rescue, OD600, 24 h;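 also: potency is read from the fitted curve at half-maximal effect; plate controls were DMSO vehicle for no effect and reference control for full effect; nearly all actives have a fitted effect of over 55% in size; some results filed as inactive show a strong effect at the top dose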
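Absorbance at 600 nm, taken 24hr after compound addition, measured rescue of FUS-yeast growth at 30C. Induction used 2% galactose with seeding at OD 0.005. Controls: CP55940 from 92uM final, DMSO only.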
Akt phos inh: HTS Assay for Inhibitors of Akt Phophorylation: Primary Screen | Neuro2A IGF-stimulated pAkt S473 HTRF, 20 min; active compounds read low | activity change, % for hits at 50 µM | 360,000 compounds, 0.32% hits; in the data active = activity change below about -80%; inconclusive = mostly about -51% to -80%; also: % is scaled to controls: 0 for no effect and ±100 for the full control effect
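Single-point screen (50 µM final compound) in Neuro2A cells stimulated 20 min with 6 nM IGF at 37 deg C. After lysis, Ser473-phosphorylated Akt read by HTRF (ex 330 nm, em 615/665 nm) as the 665/615 ratio.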
MmCpn inh: Inhibitors of TCP-1 ring complex (TRiC) of Methanococcus maripaludis (MmCpn): qHTS; purified Mm-Cpn ATPase, ADP Transcreener TR-FRET; Potency, µM (highest dose often 76.9 µM), for inactives: at the top dose activity, negative = inhibition, actives largely listed as inhibitors; 330,000 compounds, 0.031% hits; Chaperonin Mm-Cpn (Methanococcus maripaludis); also: potency is read from the fitted curve at half-maximal effect; % is scaled to controls: 0 for no effect and ±100 for the full control effect; nearly all actives have a fitted effect of over 80% in size
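ATPase turnover read by TR-FRET ADP competition (Eu cryptate antibody/ADP-d2, 665/590 nm): 10uM ATP final, 25nM Mm-CPN final, 30 min 37degC after 10-min compound preincubation, pH 7.4 Tris/KCl/MgCl2/DTT buffer.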
Abeta rescue: qHTS for compounds that reverse cellular toxicity of Amyloid beta (A-beta) peptide in yeast: Primary Screen; yeast expressing A-beta42, growth rescue, OD600, 48 h; response scale: 0% DMSO, 100% iron-clioquinol control; AID 1347071, 2019; 410,000 compounds, 0.063% hits; Potency, µM (doses to about 46.1 µM), without a hit: at the top dose growth rescue, most hits filed as activators; also: potency is read from the fitted curve at half-maximal effect; nearly all actives have a fitted effect of over 55% in size
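Yeast growth medium received pinned compounds, then yeast cells expressing toxic A-beta were added; plates incubated at 30 C for 48 hr. Growth read as absorbance at 600 nm, normalized to DMSO and equimolar FeCl3 plus clioquinol controls.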
aSyn rescue: qHTS of alpha-syn Inhibitors; Yeast expressing alpha-synuclein, growth rescue, BacTiter-Glo, 24 h; Potency, µM (top dose mostly 46.1 µM), without a hit: at the top dose growth rescue (activation), hits mostly activators; 370,000 compounds, 0.14% hits; AID 652106, 2013; also: potency is read from the fitted curve at half-maximal effect; % of control where 0% means no effect; nearly all actives have a fitted effect of over 65% in size
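Readout is rescue of growth in alpha-synuclein-expressing yeast, so inhibitors of toxicity appear as activators. Growth after 24 hr at 30 deg C in galactose medium is quantified by luminescence.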
* hit, by the source's call; i = inactive; ? = inconclusive; . = no result given; [ ] = dose if it differs, or a comment. Unless noted, calls follow the shape of the dose curve; as a rule, active = well fitted curve in the direction sought with a large enough effect; inconclusive = small, poorly fitted or top-dose-only effect, or another doubt; inactive = no such curve, though single readings can be large; an effect the other way counts as inactive or inconclusive. These rows are one share of the data. The share of hits here may be higher or lower than overall.

SMILES	PTHR1 ag	HEK293 tox	TDP-43 yeast inh	GLP-1R inv ag	FUS yeast rescue	Akt phos inh	MmCpn inh	Abeta rescue	aSyn rescue
COc1ccc(NC(=O)C/C(C)=N/NC(=O)C(=O)NC(C)C)c(OC)c1	i	1%	-16%[9.22 µM]	10%	10%	i	2%	-3%	-9%
COc1cc(NC(=O)C2CCN(S(=O)(=O)Cc3ccccc3)CC2)c(OC)cc1Cl	i	18%	14%	6%	-8%	.	.	1%	.
Cc1ccc2[nH]c(C(=O)N/N=C/c3ccccc3C(=O)O)c(-c3ccccc3)c2c1	i	-21%	2%	?	18%	i	-4%	7%	-7%
Cc1[nH]n(C(C)(C)C)c(=O)c1Sc1ccccc1	-1%	0%	3%	0%	-11%	i	0%	0%	-10%
CCCc1nnc(NC(=O)CCC(=O)NCc2ccc(Cl)cc2Cl)s1	i	7%	19%	-13%	-13%	.	-1%	-25%	-1%
O=C(Cc1ccccc1)NCCC1=CCCCC1	-12%	3%	?	-32%	1%	i	-1%	12%	10%
COc1ccc(C(=O)C2CCCN(C(=O)c3noc4c3CCCC4)C2)cc1F (stereo not given)	-15%	-13%	.	9%	12%	i	2%	-9%	-5%
CCCOC(=O)c1ccc(Nc2nc3ccccc3nc2-n2nc(C)cc2C)cc1	4%	3%	19%	1%	-36%	.	.	-22%	.
CCC(=O)Oc1ccc2c(c1)O/C(=C\c1ccco1)C2=O	-17%	.	-11%[1.82 µM]	26%	19%	i	-5%	4%	-17%
Cc1cc(C)nc(N2CCC(C(=O)NCCc3ccccc3)CC2)n1	i	-15%	6%	-6%	1%	i	-2%	19%	-8%
CN(CC(=O)Nc1ccc(Cl)c(Cl)c1)C(=O)C1CCCC1	-9%	5%	4%	?	-11%	i	-2%	25%	12%
O=C(NCCN1CCOCC1)c1cc2cc([N+](=O)[O-])ccc2s1	-2%	21%	?	7%	-2%	i	0%	-8%	0%
CCOC(=O)c1[nH]c(C)c(C(=O)OCC(=O)N(C)C2CCS(=O)(=O)C2)c1C (stereo not given)	9%	3%	-1%	12%	4%	i	-6%	-8%	0%
Cc1ccc(S(=O)(=O)N(C)c2ccc(OCC(=O)Nc3nnc(C4CC4)s3)cc2)cc1	-13%	3%	-12%[0.397 µM]	?	?	i	-3%	-14%	-12%
Cc1cc(F)c(F)c(C(=O)N2CCOCC2)c1	i	0%	8%	18%	16%	i	-8%	18%	1%
CCCCC(=O)Nc1sc2c(c1C(N)=O)CCC2	-1%	-25%	26%	54%[activator]	-14%	i	2%	-6%	-15%
O=C(O)/C(=C/c1ccco1)NC(=O)c1ccc(Br)o1	i	12%	-25%	9%	-16%	i	1%	6%	2%
COc1ccc(CCNC(=O)C(C(=O)c2ccc(F)cc2)n2ccccc2=O)cc1OC (stereo not given)	i	-5%	12%	16%	18%	i	1%	10%	-3%
CC(C(=O)NC1C=CS(=O)(=O)C1)N1C(=O)/C(=C\c2ccccc2)SC1=S (stereo not given)	-23%	-2%	-3%	29%	15%	.	-1%	0%	-6%
CCCCOC(=O)c1ccc(N2C(=O)CC(N3CCN(C/C=C/c4ccccc4)CC3)C2=O)cc1 (stereo not given)	-19%[57.5 µM]	-12%	13%	-9%	32%	i	1%	4%	2%
CCOC(=O)N1CCN(C(=O)c2ccc3c(=O)n(CCc4ccccc4)c(=S)[nH]c3c2)CC1	-18%	4%	1%	17%	6%	i	1%	4%	1%
CCOc1ccc(/C=N/n2nnnc2N)cc1OCC	i	1%	3%	56%[activator]	-23%	i	-10%	-7%	0%
CCOC(=O)C1CCN(C(=O)C2(NC(=O)Nc3ccccc3Cl)CCCCC2)CC1	i	-24%	14%	-19%	1%	i	0%	2%	-1%
COc1ccccc1N1CCN(C(CNS(=O)(=O)c2cccs2)c2cccnc2)CC1 (stereo not given)	i	-2%	2%	-10%	16%	i	-3%	0%	-3%
CCOC(=O)Cc1c(Sc2ccccc2)c2cc(C)ccc2n1C	i	-8%	3%	?	7%	i	1%	4%	0%
Cc1ccc2c(c1)C(c1ccc([N+](=O)[O-])cc1)=NNC(c1ccc(Br)cc1)=N2	i	-14%	11%	?	.	i	-1%	13%	-11%
CCCCN(C(=O)C1CC(=O)N(CCc2ccc(OC)c(OC)c2)C1)c1c(N)n(CCCC)c(=O)[nH]c1=O (stereo not given)	-7%	-2%	-8%	4%	17%	i	0%	1%	0%
CC1CCCCN1C(=O)CCC(=O)Nc1nnc(C2CCCCC2)s1 (stereo not given)	i	-4%	-16%	?	23%	i	2%	6%	2%
CNc1ccc(Br)cc1C(O)c1ccccc1 (stereo not given)	-14%	-3%	?	?	-4%	i	2%	16%	14%
O=C(Nc1ccc(OCC(F)(F)C(F)F)c(C(F)(F)F)c1)c1ccccc1O	-5%[57.5 µM]	?	11%	?	4%	i	1%	-31%[inhibitor]	-36%[inhibitor]
COc1ccc(N2CCN(C(=O)NCc3ccc(C)cc3)CC2)cc1	-44%[inhibitor]	-25%	-9%	?	-9%	i	?	-10%	11%
CC(C)CN(C(=O)COC(=O)CNC(=O)c1sc2ccccc2c1Cl)C1CCS(=O)(=O)C1 (stereo not given)	-21%	7%	-16%	10%	32%	i	-5%	-2%	1%
CCN1CCN(c2ccc(S(=O)(=O)N3CCOCC3)cc2N)CC1	-10%	3%	-2%	15%	6%	i	1%	19%	-7%
COc1ccc(C(=O)Nc2ccccc2N2CCCC2)cc1	-8%	25%	9%	?	6%	i	-2%	-5%	1%
Cc1cc(O)c(-c2ccno2)cc1Cl	-5%	-9%	9%	-14%	.	i	-1%	0%	-2%
Cc1ccc(NC(=O)c2cnc(N3CCCCC3)c3ccccc23)cc1Cl	-13%	-17%	0%	?	6%	.	.	8%	.
O=C(Nc1ccc2c(c1)OCCO2)C1C(=O)Nc2ccccc2C(=O)N1C1CCCCC1 (stereo not given)	-3%	8%	7%	7%	2%	i	.	1%	6%
COc1ccc(N2C(=O)C(OC(C)=O)C2c2ccc(C)cc2)cc1 (stereo not given)	i	-2%	1%	20%	.	i	1%	-10%	1%
CCOC(=O)C1=C(C)OC(N)=C(C#N)C1c1cccs1 (stereo not given)	i	1%[7.66 µM]	-8%[9.22 µM]	-9%[7.66 µM]	18%	i	-3%	-15%	-5%
CC(/C=C1\N=C(SCc2ccccc2)SC1=O)=C\c1ccccc1	-10%	10%	0%	-8%	.	i	-1%	-4%	-9%

Ordered by number of heavy atoms (rising): 3 of the compounds above.
SMILES	PTHR1 ag	HEK293 tox	TDP-43 yeast inh	GLP-1R inv ag	FUS yeast rescue	Akt phos inh	MmCpn inh	Abeta rescue	aSyn rescue
CCN1CCN(c2ccc(S(=O)(=O)N3CCOCC3)cc2N)CC1	-10%	3%	-2%	15%	6%	i	1%	19%	-7%
Cc1ccc(NC(=O)c2cnc(N3CCCCC3)c3ccccc23)cc1Cl	-13%	-17%	0%	?	6%	.	.	8%	.
CC(C)CN(C(=O)COC(=O)CNC(=O)c1sc2ccccc2c1Cl)C1CCS(=O)(=O)C1 (stereo not given)	-21%	7%	-16%	10%	32%	i	-5%	-2%	1%

Some of these compounds in order of heavy-atom count, falling:
SMILES	PTHR1 ag	HEK293 tox	TDP-43 yeast inh	GLP-1R inv ag	FUS yeast rescue	Akt phos inh	MmCpn inh	Abeta rescue	aSyn rescue
CC(C)CN(C(=O)COC(=O)CNC(=O)c1sc2ccccc2c1Cl)C1CCS(=O)(=O)C1 (stereo not given)	-21%	7%	-16%	10%	32%	i	-5%	-2%	1%
O=C(Nc1ccc(OCC(F)(F)C(F)F)c(C(F)(F)F)c1)c1ccccc1O	-5%[57.5 µM]	?	11%	?	4%	i	1%	-31%[inhibitor]	-36%[inhibitor]
Cc1ccc(NC(=O)c2cnc(N3CCCCC3)c3ccccc23)cc1Cl	-13%	-17%	0%	?	6%	.	.	8%	.
COc1ccc(N2CCN(C(=O)NCc3ccc(C)cc3)CC2)cc1	-44%[inhibitor]	-25%	-9%	?	-9%	i	?	-10%	11%
CC(/C=C1\N=C(SCc2ccccc2)SC1=O)=C\c1ccccc1	-10%	10%	0%	-8%	.	i	-1%	-4%	-9%
COc1ccc(C(=O)Nc2ccccc2N2CCCC2)cc1	-8%	25%	9%	?	6%	i	-2%	-5%	1%
CCOC(=O)C1=C(C)OC(N)=C(C#N)C1c1cccs1 (stereo not given)	i	1%[7.66 µM]	-8%[9.22 µM]	-9%[7.66 µM]	18%	i	-3%	-15%	-5%
CNc1ccc(Br)cc1C(O)c1ccccc1 (stereo not given)	-14%	-3%	?	?	-4%	i	2%	16%	14%
Cc1cc(O)c(-c2ccno2)cc1Cl	-5%	-9%	9%	-14%	.	i	-1%	0%	-2%
